PAFAH1B2 inh: PAFAH1B2 enzyme inhibitors, primary screen, biochemical, fluorescence polarization, human. AID 492953, 2010. hit rate 1.2% among 340,000. recombinant PAFAH1B2, FP-rhodamine activity probe. inhibition, % at 3.39 µM;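 active = inhibition above the mean of all tested compounds plus 3 SD, cut at about 24% in these data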;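 also: 0% = enzyme with DMSO and 100% = wells lacking PAFAH1B2; many of its hits are not listed in these tables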
Target sequence (P68402 whole entry, looked up): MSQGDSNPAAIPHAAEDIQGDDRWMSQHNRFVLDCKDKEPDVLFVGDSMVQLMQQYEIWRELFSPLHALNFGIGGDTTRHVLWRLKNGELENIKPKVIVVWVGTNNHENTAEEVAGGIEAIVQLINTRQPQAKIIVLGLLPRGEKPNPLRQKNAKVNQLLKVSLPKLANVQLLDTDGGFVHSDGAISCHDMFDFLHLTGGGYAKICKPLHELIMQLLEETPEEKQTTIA
PAFAH2 inh: PAFAH2 enzyme inhibitors, primary screen, biochemical, fluorescence polarization, human | recombinant PAFAH2, FP-rhodamine activity probe | Platelet-activating factor acetylhydrolase 2, cytoplasmic (Homo sapiens), Q99487 | AID 492956, 2010 | inhibition, % at 3.39 µM | hit rate 0.99% among 340,000;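 active = inhibition above the mean over all tested compounds plus 3 SD, cut at about 30% in these data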;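 also: inhibitors block probe labeling of enzyme so polarization drops; 0% = enzyme with DMSO and 100% = wells lacking PAFAH2 protein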
PREPL inh: PREPL enzyme inhibitors, primary screen, biochemical, fluorescence polarization. Prolyl endopeptidase-like (Homo sapiens), Q4J6C6. inhibition, % at 5.96 µM. hit rate 0.68% among 320,000. recombinant PREPL, fluorescence polarization activity-based probe; in the data active = inhibition above about 43%;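 also: 0% = enzyme with DMSO and 100% = wells lacking enzyme; many of its hits are not listed in these tables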
pPAFAH FP inh: pPAFAH enzyme inhibitors, primary screen, biochemical, fluorescence polarization, human; Platelet-activating factor acetylhydrolase (Homo sapiens), Q13093; AID 463082, 2010; recombinant pPAFAH, FP-rhodamine probe fluorescence polarization; hit rate 1.5% among 330,000; inhibition, % at 3.39 µM;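 active = inhibition above the mean inhibition across the screen plus 3 SD, cut at about 25% in these data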;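 also: inhibitors block binding of the rhodamine activity-based probe so polarization drops; 0% = enzyme with DMSO and 100% = wells lacking pPAFAH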
PAFAH1B3 inh: PAFAH1B3 enzyme inhibitors, primary screen, biochemical, fluorescence polarization, human | Platelet-activating factor acetylhydrolase IB subunit alpha1 (Homo sapiens), Q15102 | recombinant PAFAH1B3, FP-rhodamine probe | inhibition, % at 3.39 µM | hit rate 0.28% among 340,000;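 active = inhibition above the screen-wide average of all tested compounds plus 3 SD, cut at about 25% in these data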;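 also: 0% = enzyme with DMSO only and 100% = wells lacking PAFAH1B3 protein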
Target sequence (Q15102 whole entry, looked up): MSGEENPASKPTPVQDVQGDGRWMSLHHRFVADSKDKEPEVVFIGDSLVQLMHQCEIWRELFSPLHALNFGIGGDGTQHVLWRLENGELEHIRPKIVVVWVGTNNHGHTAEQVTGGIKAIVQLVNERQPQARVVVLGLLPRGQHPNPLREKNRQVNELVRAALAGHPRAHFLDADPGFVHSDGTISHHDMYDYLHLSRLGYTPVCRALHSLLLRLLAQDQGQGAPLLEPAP
ZTA counter: ZTA (EBV) inhibition in EBNA-1 counter-screen; P03206; ZTA-DNA binding, fluorescence polarization; inhibition, % at 11 µM; hit rate 0.15% among 320,000; in the data active = inhibition above about 33%
LYPLA1 counter: LYPLA1 inhibitors, primary screen, counter-screen for PME1 inhibitor project, biochemical, fluorescence polarization, FP-Rh probe ABPP | Acyl-protein thioesterase 1 (Homo sapiens), O75608 | recombinant LYPLA1 | inhibition, % at 5.9 µM | hit rate 0.16% among 320,000 | AID 2174, 2009;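 active = inhibition above the mean of all tested compounds plus 3 SD, set per campaign, cut at about 14% in these data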;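 also: inhibitors block serine hydrolase probe labeling of LYPLA1 so polarization falls; 0% = enzyme with DMSO and 100% = wells lacking LYPLA1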
Target sequence (O75608 whole entry, looked up): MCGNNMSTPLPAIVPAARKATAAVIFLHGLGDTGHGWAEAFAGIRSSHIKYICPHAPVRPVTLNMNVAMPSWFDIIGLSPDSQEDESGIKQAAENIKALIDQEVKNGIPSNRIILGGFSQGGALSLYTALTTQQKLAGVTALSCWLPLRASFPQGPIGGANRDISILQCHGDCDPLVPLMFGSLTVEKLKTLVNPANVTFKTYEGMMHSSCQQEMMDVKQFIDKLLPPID
LYPLA2 inh: LYPLA2 inhibitors, primary screen, counter-screen for PME1 inhibitor project, biochemical, fluorescence polarization, FP-Rh probe ABPP; Acyl-protein thioesterase 2 (Homo sapiens), O95372; recombinant LYPLA2; inhibition, % at 5.9 µM; hit rate 0.38% among 320,000; AID 2177, 2009;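 active = inhibition above the screen-wide mean plus 3 SD, limit set per campaign, cut at about 26% in these data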;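 also: 0% = LYPLA2 with DMSO and 100% = wells lacking LYPLA2 enzyme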
Target sequence (O95372 whole entry, looked up): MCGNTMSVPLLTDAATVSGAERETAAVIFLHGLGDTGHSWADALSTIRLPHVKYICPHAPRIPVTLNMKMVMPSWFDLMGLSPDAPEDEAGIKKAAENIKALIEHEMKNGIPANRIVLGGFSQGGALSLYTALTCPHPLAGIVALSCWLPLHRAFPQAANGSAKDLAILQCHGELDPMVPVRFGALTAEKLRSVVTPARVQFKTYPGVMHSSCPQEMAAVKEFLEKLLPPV
EBNA-1 inh: EBNA-1 DNA-binding inhibitors, primary screen, biochemical, fluorescence polarization; AID 1950, 2009; hit rate 0.34% among 300,000; inhibition, % at 14.8 µM; in the data active = inhibition above about 28%
* hit, by the source's call; . = no result given. Only part of the results is shown (hit frequency here may not be typical).

Each structure is followed by: PAFAH1B2 inh, pPAFAH FP inh, LYPLA1 counter, PAFAH1B3 inh, PAFAH2 inh, EBNA-1 inh, ZTA counter, LYPLA2 inh, PREPL inh
> CS(=O)(=O)NCCCCNc1ccc(C(F)(F)F)cc1[N+](=O)[O-]
→ 4, 26*, 2, 5, -1, -1, -1, 1, 3
> CCOc1ccc(-c2c(=O)n(OCc3ccccn3)c3ccccc3[n+]2[O-])cc1
→ 0, 4, 1, 4, 4, 1, -8, 24, 68*
> Cc1cc(/C=C(\C#N)C(=O)O)c(C)n1CC(C)C
→ 7, 8, 3, 4, -2, -3, 0, 5, -2
> O=C(Nc1ccc2c(c1)OCCO2)C1CCN(C(=O)c2ccccc2)CC1
→ 9, 0, 1, 5, -3, 0, -3, 2, 20
> c1cncc(CNc2ncn[nH]2)c1
→ 3, 0, 1, 4, 2, -3, 1, -6, 7
> CC1(C2(O)CC(c3ccccc3)ON2)CCCCC1 (configuration not stated)
→ ., 6, -2, ., ., 11, -4, 3, 9
> CN(C)S(=O)(=O)c1ccc(NC(=O)CN2CCC(Cc3ccccc3)CC2)cc1
→ -1, 0, -5, 3, 1, -7, 6, -4, 10
> O=C1CC(Sc2cccs2)C(=O)N1c1ccccc1 (configuration not stated)
→ 5, -7, -4, -1, -1, -3, 9, 0, -3
> COc1ccc([N+](=O)[O-])cc1N(CC(=O)NCCSc1ccccc1)S(C)(=O)=O
→ 21, 1, -2, 13, 3, 2, 7, -2, -6
> Cc1ccc(Cl)cc1N1CCN(C(c2ccc(C#N)cc2)c2nnnn2C2CCCC2)CC1 (configuration not stated)
→ 0, 6, -1, -2, 3, 6, 11, -2, 7
> COc1ccc(-c2nsc3c(N4CCCCC4C)ncnc23)cc1 (configuration not stated)
→ 5, 1, 0, 5, -5, -5, 9, 5, -2
> CC(C(=O)Nc1ccc(C#N)cc1)N(C)CC(=O)Nc1ccccc1Br (configuration not stated)
→ 5, 1, -1, 3, -3, 5, 17, -6, 2
> CC(=O)O/N=C(\N)c1ccc(-c2csnn2)cc1
→ 0, -8, 0, 2, 5, -4, 0, -1, 1
> COc1ccccc1CNC(=O)C1CC2Cn3c(nc4cc(Cl)c(Cl)cc43)C2N1C (configuration not stated)
→ 1, 0, 0, 5, -7, -7, 3, -1, -22
> COc1ccc(CN(C)C(=O)c2cnc(C)cn2)c(OC)c1OC
→ -3, 3, 3, 1, -2, 3, -13, -1, -3
> Cc1nn(C)c(Cl)c1/C=N/OC(=O)c1ccccc1
→ 2, 3, -5, 1, 1, -3, -8, 10, 15
> Cn1c(COc2ccccc2)nnc1SCC(=O)c1cccc([N+](=O)[O-])c1
→ 0, 5, 0, 5, 0, 0, 5, -13, 21
> C=CCNc1nc(N2CCOCC2)nc(N2CCOCC2)n1
→ -8, 2, 1, 17, 2, 14, -9, 2, 4
> Cc1ccc(S(=O)(=O)N[C@@H](Cc2ccccc2)C(=O)N2CCC(C(=O)N[C@H](C(=O)O)C(C)O)CC2)cc1 (some centres not stated)
→ 12, 3, -4, 9, 1, -7, -5, 0, -8
> O=C(Nc1nc(-c2ccccc2)cs1)c1ccc(S(=O)(=O)N2CCc3ccccc32)cc1
→ -27, -18, -44, -36, -30, 10, 12, -66, 1
> NS(=O)(=O)c1ccc(NC(=S)N2CCN(c3ccccc3)CC2)cc1
→ -4, 1, -4, 5, -5, 4, 9, -6, -1
> O=S(=O)(c1ccccc1C(F)(F)F)N1CCN(S(=O)(=O)c2ccccc2C(F)(F)F)CC1
→ -1, -1, 0, -3, 3, -4, -8, 5, -7
> Cc1c(Cc2ccc3c(c2)OCO3)sc(NC(=O)c2ccc3ccccc3c2)c1C(N)=O
→ ., 6, 2, ., ., 11, -2, 5, 4
> O=C(COC(=O)Cc1ccc(Br)cc1)NC1CCCC1
→ 11, 20, ., 10, 11, ., ., ., 21
> COc1ccc(Cc2nnc(SCC(=O)Nc3ccc(N4CCOCC4)cc3)n2C)cc1
→ 2, -6, -2, 6, -10, -14, 15, -5, -2
> S=C(N/N=C/c1ccc2ncccc2c1)Nc1ccccc1
→ 7, 3, -1, 4, 8, -8, 8, 7, 10
> NC(=O)C1(N2CCCCC2)CCN(C(=O)c2cccn3c(=O)c4cc(Cl)ccc4nc23)CC1
→ -11, 11, -4, -12, -18, 15, 5, 3, -7
> S=C(Nc1ccc(Nc2ccccc2)cc1)N1CCN(c2ncccn2)CC1
→ 3, 7, -1, 9, 10, 10, -1, 3, 21
> Cc1cc(C)nc(SCCN2CCCCC2)n1
→ 7, 2, 3, 8, 4, 3, -3, 1, 4
> Cc1ccc(S(=O)(=O)N2CCN(Cc3nc4sc(C)c(C)c4c(=O)[nH]3)CC2)cc1
→ 0, 5, 3, 4, 5, 2, 4, 1, 5
> CN1C(=O)/C(=C\c2ccc(OC(=O)c3ccco3)cc2)SC1=S
→ 1, -6, -5, 0, 0, -6, -3, -5, 9
> Cc1c(Cl)cccc1NC(=S)N1CCN(c2ccc([N+](=O)[O-])cn2)CC1
→ 1, 3, 6, -4, 1, 3, -8, 9, -5
> Cc1c(N=C(N)/N=C(\N)Nc2ccccc2)c(=O)n(-c2ccccc2)n1C
→ 1, 6, 2, -4, -8, 12, 3, 5, 4
> COc1ccccc1N1CCN(CC(=O)NCCc2ccc(S(N)(=O)=O)cc2)CC1
→ 3, 0, 2, -4, -7, 7, 6, -2, 3
> CC1=CC=CC2=NC(=O)CC(C)(C(=O)N(CC(=O)NC3CCCC3)c3ccccc3C)N12 (configuration not stated)
→ 4, 6, 2, 5, 4, 2, 8, 8, 5
> Cc1cc(=O)n2nc(N3CCC(C(=O)Nc4c(F)c(F)c(F)c(F)c4F)CC3)sc2n1
→ 0, 8, 4, 11, 6, -14, -2, 6, 6
> Cc1ccccc1C(=O)c1cccn1CC(=O)NCC1CCCO1 (configuration not stated)
→ 7, -2, -3, 10, 2, 4, -4, 0, -3
> Cc1n[nH]c(=O)nc1NCc1ccccc1Cl
→ 4, 2, 0, 5, -3, -4, -7, 4, -2
> CC(=O)C(Sc1ccc2nnc(-c3ccc(F)cc3)n2n1)C(C)=O
→ -4, 10, 0, -2, 8, 7, 13, -3, 4
> CC12CCC(C(=O)N(c3ccc(Cl)cc3)C1=O)C2(C)C (configuration not stated)
→ 3, -3, 3, 1, -5, -17, 3, 5, -5
> CCOC(=O)c1sc2nc(C)cc(C)c2c1NC(=O)c1ccco1
→ 6, 4, -1, 4, -18, 3, 10, 2, -6
> CCc1ccc(NC(=O)C(=O)N/N=C(\C)CC(=O)Nc2ccc(OC)cc2)cc1
→ 4, 3, 4, 4, -1, 5, 12, 3, -1
> COCCNC(=O)C(c1ccccc1F)N(C(=O)C(=O)NC1CCCC1)C1CCCCC1 (configuration not stated)
→ 5, 2, 3, 1, 0, -3, 3, -6, -1
> COc1ccc(NC(=O)C(=O)N/N=C(\C)CC(=O)Nc2cc(C)ccn2)c(OC)c1
→ 1, -3, 1, 2, 3, -3, -1, -2, 18
> CCn1nc(C)cc1C(=O)N1CCCC(Nc2ccc(F)c(F)c2)C1 (configuration not stated)
→ -2, 6, 3, 2, -1, -6, 5, 10, 10
> O=C(CN1CCOCC1)Nc1ccc(Oc2ccccc2)cc1
→ 8, 11, -3, 6, 3, -12, -8, -3, -6
> CCN1C(=O)[C@@H]2[C@@H](c3ccc(-c4ccc(C(C)=O)cc4)cc3)N3CCC[C@@]3(C(=O)OC)[C@@H]2C1=O
→ 5, 0, -1, 12, 1, -7, -2, 5, 5
> CCOC(=O)C1=C(CSc2nc3c(cc2C#N)CN(C)CC3)OC(N)=C(C#N)C1c1ccccc1 (configuration not stated)
→ 6, 17, 0, 9, 11, 4, -3, 2, 16
> Nc1cc(=O)n(Cc2ccccc2)c(=O)n1-c1ccc(F)cc1
→ 3, 8, 5, 2, -3, -10, -11, 1, 0
> COc1ccc(-c2cc(C(=O)Nc3cccnc3Cl)no2)cc1OC
→ -3, 4, 0, 6, -3, -13, -16, 7, 15
> Cc1ccc(CS(=O)(=O)Cc2ccc(C(=O)NC3CCCC3)o2)cc1
→ 3, 21, 0, 5, 3, 4, -1, 0, 0
> CCc1ccc(NC(=S)Nc2ccc3[nH]c(=O)[nH]c3c2)cc1
→ 1, 1, -1, -5, -3, 7, 10, 2, 0
> COc1cccc(CNC(=O)CCCN2C(=O)C(c3ccccc3)Oc3cccnc32)c1OC (configuration not stated)
→ 3, 3, 5, 2, 0, -4, -6, 1, -11
> Cc1ccc[n+](CC(=O)N2CCCc3ccccc32)c1
→ 6, 3, 2, 4, 5, 11, 0, 4, 1
> CCN(CC)S(=O)(=O)c1cccc(NC(=O)C(=O)c2c(-c3ccccc3)cc3ccccn23)c1
→ 4, 5, -7, 1, 2, -8, 1, 4, -3
> COc1ccc(N2CCN(CCNC(=O)c3nnc(Cc4c(F)cccc4Cl)o3)CC2)cc1
→ 4, 3, 0, 3, 3, 5, 13, 6, 15
> CCC(CO)Oc1cc(NCc2ccccn2)c2ncn(C(C)C)c2c1 (configuration not stated)
→ -4, 1, ., -13, -5, ., ., ., 12
> O=C(O)/C=C/c1cnc2ccccc2n1
→ 2, 0, -1, 0, 4, 3, -1, 4, -8
> Cc1ccc(CSCC(=O)N/N=C/c2cccc(OC3CSC3)c2)cc1
→ 0, 4, 0, 5, 5, -7, -13, 8, 2
> O=S(=O)(NCCCCCNS(=O)(=O)c1ccc(F)cc1)c1ccc(F)cc1
→ 7, 15, -2, 3, 6, 11, 18, -6, 10
> Cc1c(C)n(Cc2ccc(F)cc2)c2ccc(C(=O)NCCN3CCOCC3)cc12
→ 3, 4, 1, 2, 3, -7, -3, 1, 1
> CNC(=S)N1CCN(C(=O)C2CCCO2)CC1 (configuration not stated)
→ -3, -8, 6, -10, 7, -2, -10, 3, 8

Bioassay records: PubChem, The Scripps Research Institute Molecular Screening Center
